HCMV inh = qHTS Assay for inhibitors of the human cytomegalovirus (HCMV); HFF cells, HCMV-luciferase reporter, 72 h; stronger effect = lower value; activity change, negative = inhibition, % at 57.5 µM; 410,000 tested, 4.5% active; AID 1259415, 2018; in the data active = activity change below about -60%; inconclusive = no clear call, values can overlap the other calls; inactive = above about -39%
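Screen run at 2 compound doses on HFFs infected with reporter HCMV, MOI 1 PFU/cell. Luciferase activity from cell lysates at 72 h post infection gave inhibition relative to buffer-only and Salinomycin wells.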
AmpC inh no detg = qHTS Inhibitors of AmpC Beta-Lactamase (assay without detergent); P00811; AmpC nitrocefin hydrolysis, absorbance 480 nm, 0.0001% Triton; Potency, µM (series often up to 57.1 µM), inactives show at the highest dose activity change, negative = inhibition, hits mostly inhibitors; 330,000 tested, 0.52% active;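 note: potency is the fitted concentration of half-maximal effect; plate controls were no compound for no effect and no enzyme for full effect; nearly all actives have a fitted effect of over 20% in size; some results filed as inactive show a strong effect at the top dose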
Target sequence (P00811 whole entry, looked up): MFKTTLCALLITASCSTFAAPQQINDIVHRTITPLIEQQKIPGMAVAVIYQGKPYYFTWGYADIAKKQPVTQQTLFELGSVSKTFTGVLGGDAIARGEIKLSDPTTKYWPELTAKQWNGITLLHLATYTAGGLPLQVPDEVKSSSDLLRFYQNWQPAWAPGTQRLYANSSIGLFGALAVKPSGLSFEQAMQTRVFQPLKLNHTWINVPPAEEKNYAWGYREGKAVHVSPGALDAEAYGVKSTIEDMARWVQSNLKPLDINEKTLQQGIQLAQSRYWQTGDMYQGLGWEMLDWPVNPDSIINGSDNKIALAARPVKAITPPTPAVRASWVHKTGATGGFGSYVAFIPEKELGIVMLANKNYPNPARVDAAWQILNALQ
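AmpC (5.3 nM in the dispensed reagent) in 20 mM phosphate pH 7.0 with 0.01% (detergent screen) or 0.0001% Triton X-100 was preincubated with compounds for 15 min at room temperature. Nitrocefin was then added from an 800 uM solution, and hydrolysis was followed at 480 nm.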
AmpC detergent = qHTS Inhibitors of AmpC Beta-Lactamase (assay with detergent). P00811. AmpC hydrolysis of nitrocefin, absorbance 480 nm, 0.01% Triton. Potency, µM (highest dose often 114 µM), for inactives: top-dose activity change, negative = inhibition, most hits filed as inhibitors. 370,000 tested, 0.041% active. AID 485294, 2010;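 note: potency is the fitted concentration of half-maximal effect; 0% = no-compound wells and -100% = no-enzyme wells; nearly all actives have a fitted effect of over 25% in size; some results filed as inactive show a strong effect at the top dose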
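AmpC (5.3 nM in the dispensed reagent) in 20 mM phosphate pH 7.0 with 0.01% (detergent screen) or 0.0001% Triton X-100 was preincubated with compounds for 15 min at room temperature. Nitrocefin was then added from an 800 uM solution, and hydrolysis was followed at 480 nm.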
AMA1 RON2 block = qHTS for Inhibitors of AMA1-RON; Towards Development of Antimalarial Drug Lead: Primary Screen | AlphaScreen AMA1-biotinylated RON2 peptide binding | Potency, µM (titrated, usually from 58.2 µM), for the others: at the top dose activity change, negative = inhibition, usual class: inhibitors | 360,000 tested, 0.2% active | Plasmodium falciparum AMA1 (3D7) - RON2 peptide interaction | AID 720542, 2013;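 note: potency is the fitted concentration of half-maximal effect; 0% = vehicle wells and -100% = peptide control; nearly all actives have a fitted effect of over 45% in size; some results filed as inactive show a strong effect at the top dose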
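AMA1 (3D7) with his tag at 25 nM final met compounds first, then biotinylated RON2 peptide at 25 nM; detection used donor plus acceptor beads, 10 µg/mL apiece, read by AlphaScreen after 30 min at room temperature.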
Sm TGR block = qHTS Assay for the Inhibitors of Schistosoma Mansoni Peroxiredoxins; purified TGR, DTNB reduction, TNB absorbance 405 nm; Potency, µM (doses to about 114 µM), inactives show at the highest dose activity change, negative = inhibition, most hits filed as inhibitors; 360,000 tested, 3% active; note: potency is the fitted concentration of half-maximal effect; nearly all actives have a fitted effect of over 60% in size
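TGR 20 nM + NADPH 100 uM (dispensed conc.), cpd preinc 15 min RT; start with NADPH (500 uM addition) then DTNB (15 mM addition). Kinetic TNB absorbance, 405 nm filter. Four-parameter Hill fit across titration.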
Giardia FBPA inh = qHTS Assay for Inhibitors of Fructose-1,6-bisphosphate Aldolase from Giardia Lamblia; purified Giardia FBPA; Potency, µM (highest dose often 59.6 µM), for the others: at the highest dose activity, negative = inhibition, hits mostly inhibitors; 290,000 tested, 0.71% active; note: potency is the fitted concentration of half-maximal effect; nearly all actives have a fitted effect of over 55% in size
Target sequence (A8B2U2 whole entry, looked up): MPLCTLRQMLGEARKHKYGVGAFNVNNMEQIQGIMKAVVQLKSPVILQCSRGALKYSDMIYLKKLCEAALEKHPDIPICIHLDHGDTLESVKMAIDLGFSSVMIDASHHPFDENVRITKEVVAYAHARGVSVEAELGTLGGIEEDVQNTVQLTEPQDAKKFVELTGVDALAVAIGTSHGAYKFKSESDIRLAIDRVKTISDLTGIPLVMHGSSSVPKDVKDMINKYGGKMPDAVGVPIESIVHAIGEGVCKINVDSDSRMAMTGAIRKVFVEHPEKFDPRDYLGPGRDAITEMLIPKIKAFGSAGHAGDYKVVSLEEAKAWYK
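40 nM FBPA preincubated 10 min at RT with compound (up to 57.5 uM final), then substrate plus GAPDH/TPI/NAD/arsenate coupling and diaphorase/resazurin added. Fluorescence read after 20 min at RT, 525/598 nm.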
The depositor's hits bear a star; ? = inconclusive; · = not tested or not shown; & = joins results of further samples; [ ] = remark or other dose. Unless noted, calls come from the whole dose curve; as a rule, active = well fitted curve in the direction sought with a large enough effect; inconclusive = small, poorly fitted or top-dose-only effect, or another doubt; inactive = no such curve, though single readings can be large; an effect the other way counts as inactive or inconclusive. Unless noted, % is set by controls: 0 for no effect and ±100 for the full control effect.

SMILES	HCMV inh	AmpC inh no detg	AmpC detergent	AMA1 RON2 block	Sm TGR block	Giardia FBPA inh
COc1ccc(S(=O)(=O)Nc2cc(SCC(=O)O)c(O)c3ccccc23)cc1	?	-35%	-6%	?	3.5µM*	7.9µM*
CC(=O)C1=C(C)N(Cc2ccccc2)C(=O)N[C@H]1c1cccs1	9	-27%	-1%	7%	4%	3%&-10%
CCCC(=Nc1ccc(N)cc1)C1=C(O)C(C(=O)OC)C(C)(C)CC1=O (stereo unspecified)	-29	-31%	-1%	40%[activator]	?	?
CC(C)Nc1nc(NC(C)C)nc(Oc2ccc(=O)n(C)n2)n1	56	-7%	3%	-3%	12%	0%
Cc1ccc(OCCCCn2nnc3sc4c(c3c2=O)CCCC4)cc1	-2	·	-9%	·	0%	·
COc1ccccc1C(=O)NC(=O)COC(=O)c1ccc(NC(=O)CC#N)cc1	-14	-45%	-12%	28%	0%	·
COc1ccc(OCc2cc(C(=O)NC(C)c3cnn(C)c3)no2)c(Cl)c1 (stereo unspecified)	14	92%[activator]	3%	-4%	5%	·
O=C(NC1CCCC1)C1CCN(S(=O)(=O)c2ccccc2)CC1	-5	-14%	?	3%	2%	8%
O=C(Cn1nc(Cc2cccnc2)c2ccccc2c1=O)NCc1ccc(F)cc1	-6	-5%	?	18%	4%	5%
CCC(=O)c1ccc(OC(=O)N2CCOCC2)cc1	31	114%[activator]	?	-3%	6%	10%
CCn1c2ccccc2c2nnc(N3CCN(c4ccc(OC)cc4)CC3)nc21	?	·	28%	·	3%	·
O=C(COc1ccc([N+](=O)[O-])cc1)N1CCc2ccccc2C1	0	-33%	-11%	1%	7%	3%
COc1ccc(NC(=O)Cn2c(=O)cnc3ccccc32)cc1S(=O)(=O)N1CCCCC1	13	-50%	-18%	8%	-7%	·
Cc1cc(NC(=O)c2cc([N+](=O)[O-])cc([N+](=O)[O-])c2)n(-c2ccccc2)n1	?	-7%	5%	-13%	-22%	-9%
CC(=O)c1cccc(NC(=O)c2nc(-c3ccccc3)n(-c3ccccc3)n2)c1	15	·	3%	·	-16%	·
COc1ccc(CCNC(=O)CCN2C(=O)c3ccccc3C2=O)cc1OC	·	-2%	2%	·	·	4%
CCN(CC(=O)Nc1c(F)cccc1F)C(=O)c1cccnc1SC	-18	-9%	-1%	0%	0%	·
O=C(Nc1ccc(F)cc1)C1CCCN(S(=O)(=O)c2ccc3[nH]c(=O)ccc3c2)C1 (stereo unspecified)	49	-37%	?	-1%	-14%	2%
CCOC(=O)c1cnn(C(=O)c2ccccc2)c1N	-24	5%	?	9%	5%	-1%
O=C(N/N=C/c1cccnc1)c1ccccc1	?	-10%	-2%	-8%	2%	11%

Compounds from the list above that contain fluorine:
SMILES	HCMV inh	AmpC inh no detg	AmpC detergent	AMA1 RON2 block	Sm TGR block	Giardia FBPA inh
O=C(Cn1nc(Cc2cccnc2)c2ccccc2c1=O)NCc1ccc(F)cc1	-6	-5%	?	18%	4%	5%
CCN(CC(=O)Nc1c(F)cccc1F)C(=O)c1cccnc1SC	-18	-9%	-1%	0%	0%	·
O=C(Nc1ccc(F)cc1)C1CCCN(S(=O)(=O)c2ccc3[nH]c(=O)ccc3c2)C1 (stereo unspecified)	49	-37%	?	-1%	-14%	2%

4 of these compounds in a different format:
Values in the order: HCMV inh, AmpC inh no detg, AmpC detergent, AMA1 RON2 block, Sm TGR block, Giardia FBPA inh
COc1ccc(NC(=O)Cn2c(=O)cnc3ccccc32)cc1S(=O)(=O)N1CCCCC1
 : 13, -50%, -18%, 8%, -7%, ·
Cc1cc(NC(=O)c2cc([N+](=O)[O-])cc([N+](=O)[O-])c2)n(-c2ccccc2)n1
 : ?, -7%, 5%, -13%, -22%, -9%
CC(=O)c1cccc(NC(=O)c2nc(-c3ccccc3)n(-c3ccccc3)n2)c1
 : 15, ·, 3%, ·, -16%, ·
COc1ccc(CCNC(=O)CCN2C(=O)c3ccccc3C2=O)cc1OC
 : ·, -2%, 2%, ·, ·, 4%

(further entries)
SMILES	HCMV inh	AmpC inh no detg	AmpC detergent	AMA1 RON2 block	Sm TGR block	Giardia FBPA inh
COc1cc(C(=O)NC(C)c2ccccc2)ccc1OCC(=O)N1CCOCC1 (stereo unspecified)	-11	-5%	2%	-1%	-6%	·
COCCOC(=O)C1=C(C)N(Cc2ccccc2)C(=O)NC1c1cccc(OC)c1OC (stereo unspecified)	-22	25%	-14%	-9%	-7%	1%
O=Cc1cccn1-c1ccc(O)cc1	110	-28%	-2%	-4%	13%	27%
COc1cccc(NS(=O)(=O)CC23CCC(CC2=O)C3(C)C)c1 (stereo unspecified)	-19	-9%	0%	-5%	-8%	3%
Cc1cccc(Nc2nc(-c3ccncc3)cs2)c1	37	-40%	5%	-21%	-1%	-10%
CCc1ccc(NC(=O)Cn2ccn(-c3ccc(C)c(C)c3)c(=O)c2=O)cc1	45	·	18%	·	6%	·
COCC(C)OC(=O)c1c(N)n(CCCN2CCOCC2)c2nc3ccccc3nc12 (stereo unspecified)	0	25%	-1%	3%	-9%	-8%
NC(=O)c1ccc(N2CCN(S(=O)(=O)c3ccccc3)CC2)c([N+](=O)[O-])c1	-90*	-15%	-14%	4%	-1%	5%
O=C(NCc1nc2ccccc2[nH]1)C1=C[C@H](c2ccc(Br)cc2)C[C@H](OCc2ccc(CO)cc2)O1	24	-11%	8%	55%[activator]	-23%	1%
CCOC(=O)C1(CCc2ccccc2)CCN(Cc2ccco2)CC1	32	49%	-4%	-15%	-14%	0%
Cc1cc(CNC(=O)Cc2ccc(F)cc2)c2ccccc2n1	0	-10%	2%	1%	0%	4%
CC(C)OCCCNC(=O)c1cc(Sc2ccc(F)cc2)nc2ccccc12	?	-5%	?	4%	-1%	0%
CCC(C)N1CCC(Oc2ccc(C(=O)NCc3ccccn3)cc2)CC1 (stereo unspecified)	-34	11%	1%	-1%	-10%	·
COc1ccccc1N1CCN(S(=O)(=O)/C=C/c2ccccc2)CC1	14	4%	-3%	-7%	1%	8%
Cn1c(=O)c2c(ncn2CC(=O)N2CCN(c3ccccc3)CC2)n(C)c1=O	8	-17%	-2%	-25%	7%	0%
COc1ccc(-n2ncc(C(=O)N3CCN(C(=O)c4ccco4)CC3)c2C2CCN(C(=O)OC(C)(C)C)CC2)cc1	0	·	17%	·	4%	·
CC1CN(c2cc([N+](=O)[O-])ccc2Cl)CC(C)N1 (stereo unspecified)	-1	-16%	8%	-3%	3%	2%
Cc1ccccc1CC1(CO)CCCN(Cc2ccccc2Cl)C1 (stereo unspecified)	3	-3%	?	-12%	25µM*	5%
CCOC(=O)c1c(NC(=O)CSc2nnnn2-c2ccccc2)sc2c1CC(C)(C)NC2(C)C	·	161%[activator]	-10%	3%	1%	8%
O=C1CC[C@@H](CN(Cc2ccccn2)Cc2nc(Cc3ccccc3)no2)N1	1	19%	1%	73%[activator]	-21%	-9%
CC(=O)c1cccc(NC(=O)CN2C(=O)NC(C)(C)C2=O)c1	11	-7%	·	3%	·	·
CCCN(CCC)CCCNC(=O)C1CCN(S(=O)(=O)c2cccc3nsnc23)CC1	-38&-11	-6%	-6%&0%	-3%	-13%&4%	4%
CC(C)c1cnc2c(c1SCC(=O)NCc1ccccc1Cl)c(=O)n(C)c(=O)n2C	-19	·	8%	·	21%	·
O=C(O)COc1ccccc1/C=N/NC(=O)CSc1nc2ccccc2n1Cc1ccc(Cl)cc1	-15	34%	1%	6%	10%	16%
CCN(CC(=O)Nc1ccc2c(c1)OCCO2)C(=O)CC(NC(C)=O)c1ccccc1 (stereo unspecified)	5	-6%	-16%	-7%	-1%	·
CCn1c(SCC(=O)NCCc2ccc(Cl)cc2)nnc1-c1cccs1	19	15%	?	-1%	0%	8%
COc1cc(OC)c(OC)cc1/C=N/NC(=O)CSc1ccccc1F	?	-34%	-3%	-6%	4%	7%
O=C(COc1cccc2cccnc12)NNC(=O)Nc1ccccc1	-24	1%[2.29 µM]	4%	81%[activator]	0%	6%
O=C(NCCCN1CCc2ccccc2C1)C1CCN(c2nnc(-n3cccc3)s2)CC1	2	165%[activator]	?	-4%	-17%	-29%
COc1ccccc1NC(=S)N(CCCN1CCOCC1)Cc1ccccn1	-17	-17%	2%	38%[activator]	-8%	?
NC(=S)NC(=O)c1ccccc1	1	-14%	?	0%	-1%	-6%
COc1ccc(-n2nc(-c3ccc(C)cc3)c3cnc4cc(F)c(F)cc4c32)cc1	-4	·	1%	·	10%	·
CCCCNC(=O)CCCn1c(=S)[nH]c2cc3c(cc2c1=O)OCO3	-6	-20%	-4%	37%[activator]	-27%	-7%
CCOc1cc(S(=O)(=O)n2nc(C)cc2C)ccc1Br	2	53%	2%	6%	-3%	5%
Cc1cc(NC(=O)COc2cccc3cccnc23)no1	65	-15%	0%	·	?	?
CO/N=C/c1cccn1-c1nccc(N(C)C)c1C#N	-1	-10%	1%	-7%	12%	1%
CC(C)CC(=O)N1CCN(c2ccc(NC(=O)c3ccco3)cc2)CC1	-21	-8%	-12%	-3%	0%	·
COC(CCN(C)C)(c1ccccc1)c1ccccc1	-10	-7%	?	7%	6%	1%
CCc1nnc(SCC(=O)Nc2nc(C)c(C(=O)N(C)C)s2)n1CC	23	1%	1%	-6%	0%	·
Cc1cc(C)n2nc(C(=O)OCC(=O)N(C)C3CCCCC3)nc2n1	-23	-29%	-7%	4%	-15%	·
CCC(C)(C)n1nnnc1C(c1cc2cc(C)ccc2[nH]c1=O)N1CCCC1 (stereo unspecified)	26	-28%	2%	8%	20µM*	-20%
CON(C)S(=O)(=O)c1cccc(C(=O)NC2CCSc3ccccc32)c1 (stereo unspecified)	-74*	-44%	-11%	-15%	-3%	-8%
CC(=O)NS(=O)(=O)c1ccc(NC(=O)NC2CCCCC2)cc1	12	-20%	-8%	-11%	0%	9%
CCC(C)C(NC(=O)CCCNC(=O)CCC(=O)OC1O[C@H]2OC3(C)CC[C@H]4[C@H](C)CCC(C1C)C24OO3)C(=O)O (stereo partly specified)	-19	27%	-5%	·	-4%	7%
O=C(/C=C/c1ccccc1)N1CCN(c2cccc(Cl)n2)CC1	4	0%	?	-7%	-9%	-2%
CCOC(=O)NNC1CC(=O)N(c2ccc(OC)cc2)C1=O (stereo unspecified)	5	-13%	1%	9%	0%	-2%
O=S(=O)(/N=C(/c1ccccc1)N1CCOCC1)c1ccc(Br)cc1	30	20%	1%	-9%	0%	·
OCC1C2c3ccccc3C(c3ccccc32)C1CO (stereo unspecified)	-4	-9%	3%	-2%	-1%	8%
O=C(CC1CCCCC1)c1c(O)c2ccccc2oc1=O	-68*	-19%	3%	-19%	50µM*	13%
Cc1ccc(-c2nc(=S)c3c(n2CC2CCCO2)CC(C)(C)OC3)cc1 (stereo unspecified)	27	6%	-6%	-1%	-9%	-10%
COc1ccc2[nH]cc(C(=O)CN3CCN(C/C=C/c4ccccc4)CC3)c2c1	30	56%	2%	·	-16%	-7%

Compound activity: PubChem BioAssay, National Center for Advancing Translational Sciences (NCATS)
